# Source: PubChem (several laboratories)
# MsrA act = activators of bovine methionine sulfoxide reductase A. purified bovine MsrA, absorbance read-out. activation, % at 10.6 µM. hit rate 0.3% among 360,000; in the data active = activation above about 7.5%;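 note: 0% = vehicle and 100% = reference activator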
# LMPTP inh = LMPTP (human) inhibition | hit rate 0.22% among 360,000 | inhibition, % at 20 µM | AID 651560 | recombinant LMPTP-A, OMFP fluorogenic substrate, fluorescence intensity | P24666;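 active = compounds that cut the enzyme signal by at least half of the control window in the single-dose screen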;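 note: plate controls were DMSO wells with enzyme plus substrate for no effect and substrate without enzyme for full effect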
# Target sequence (P24666 whole entry, looked up): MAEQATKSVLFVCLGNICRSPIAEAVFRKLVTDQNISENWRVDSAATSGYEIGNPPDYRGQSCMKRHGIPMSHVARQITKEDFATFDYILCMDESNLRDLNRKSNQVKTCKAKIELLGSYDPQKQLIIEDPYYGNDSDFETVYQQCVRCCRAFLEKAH
#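 Test system – LMPTP-A phosphatase enzyme · Quantity – 0.625 nM LMPTP-A final · Reagent – OMFP substrate, 400 µM final · Dosing – one test concentration per compound, 20 µM, with 3% DMSO overall · Timing – 50 min enzyme reaction at room temperature, protected from light · Detection – fluorescence intensity · Controls – substrate-only low control, DMSO enzyme-plus-substrate high control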
# NRP1-CendR mod = modulators of CendR peptide binding to human neuropilin-1. FAM-RPARPAR peptide binding to NRP-1, fluorescence polarization. inhibition, % at 25 µM. hit rate 0.85% among 360,000. AID 602438;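 active = inhibition or corrected inhibition above about 18%, plus a signal ratio from 0.5 to 1.5, limit read from the data, passing the limit was not always enough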; note: strong numbers were not always called active
# DNMT1 block = inhibitors of human DNMT1. P26358. DNMT1 molecular beacon, Hinp1I cleavage, fluorescence. inhibition (reported as % activation of signal), % at 10 µM. hit rate 0.83% among 360,000. AID 588458; in the data active = inhibition above about 50%
# Scp-1 inhibitor = inhibitors of human Scp-1 phosphatase; Q9GZU7; inhibition, % at 20 µM; Recombinant Scp1, phosphopeptide, malachite green phosphate absorbance; hit rate 0.88% among 340,000;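 active = inhibition above about 50% at 20 µM, limit read from the data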;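 note: plate controls were DMSO wells with enzyme for no effect and wells lacking enzyme for full effect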
#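 Material – SCP-1 phosphatase catalytic domain, residues 76-261 · Buffer or medium – Acidic Tris acetate buffer with magnesium and detergent · Also added – Phospho 17-mer peptide substrate · Compound – single 20 µM dose, 1% DMSO · Times – 45 min room-temperature reaction, 5 min colour, 30 min stabiliser · Technique – Phosphate-binding colour reagent, absorbance read at 630 nm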
# E coli Lon inh = E. coli protease La inhibition. P0A9M0. purified E. coli Lon protease, fluorescence polarization. inhibition, % at 7.94 µM. hit rate 0.42% among 360,000; in the data active = inhibition above about 13%, passing the limit was not always enough;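 note: 0% = enzyme with probe and DMSO and 100% = no enzyme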
# Target sequence (P0A9M0 whole entry, looked up): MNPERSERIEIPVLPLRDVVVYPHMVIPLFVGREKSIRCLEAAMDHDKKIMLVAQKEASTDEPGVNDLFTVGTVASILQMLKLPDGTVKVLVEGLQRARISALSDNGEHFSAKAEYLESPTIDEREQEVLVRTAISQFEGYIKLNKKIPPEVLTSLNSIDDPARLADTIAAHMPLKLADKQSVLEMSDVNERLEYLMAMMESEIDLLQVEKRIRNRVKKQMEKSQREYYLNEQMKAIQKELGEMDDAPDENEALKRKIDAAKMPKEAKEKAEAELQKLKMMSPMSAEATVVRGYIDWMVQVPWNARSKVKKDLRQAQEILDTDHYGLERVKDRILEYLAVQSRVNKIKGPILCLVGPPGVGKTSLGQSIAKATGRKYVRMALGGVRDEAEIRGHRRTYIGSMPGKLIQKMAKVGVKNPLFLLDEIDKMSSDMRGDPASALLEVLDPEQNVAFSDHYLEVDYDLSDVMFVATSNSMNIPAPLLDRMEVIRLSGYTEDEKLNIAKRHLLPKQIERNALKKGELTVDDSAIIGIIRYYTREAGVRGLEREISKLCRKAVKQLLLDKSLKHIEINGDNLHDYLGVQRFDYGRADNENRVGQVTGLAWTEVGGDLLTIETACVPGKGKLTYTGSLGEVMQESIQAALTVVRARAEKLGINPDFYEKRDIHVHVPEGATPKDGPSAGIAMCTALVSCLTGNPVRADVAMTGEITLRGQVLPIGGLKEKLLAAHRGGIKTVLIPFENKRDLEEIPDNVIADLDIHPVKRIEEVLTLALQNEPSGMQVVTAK
# SUMO1 PPI mod = alters human SUMO1 binding to SIM partners; inhibition, % at 20 µM; P63165; hit rate 0.33% among 360,000; SUMO1 binding to a labelled peptide, TR-FRET, 1 h; in the data active = inhibition above about 37%
# Target sequence (P63165 whole entry, looked up): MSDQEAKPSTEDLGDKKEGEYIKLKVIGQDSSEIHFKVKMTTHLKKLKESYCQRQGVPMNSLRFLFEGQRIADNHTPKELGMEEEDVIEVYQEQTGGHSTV
# STEP inh = STEP (human) phosphatase inhibition; P54829; recombinant STEP, OMFP fluorogenic substrate, fluorescence; inhibition, % at 20 µM; hit rate 0.25% among 360,000; AID 588621;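 active = inhibition at 20 µM, scaled per plate between control wells, above about 37%, limit read from the data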;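 note: 0% = DMSO with enzyme and substrate and 100% = substrate only without enzyme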
#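 Material: STEP (striatal-enriched tyrosine phosphatase) enzyme, cell-free; Compound dosing: 20 µM single dose in 1% DMSO; Technique: fluorescence read at 480 nm ex / 540 nm em; Times: reaction 20 min, ambient temperature; Medium: 50 mM Bis-Tris pH 6.0 with 2.5 mM DTT and 0.005% Tween 20; Also added: OMFP at 25 µM.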
# TbMetRS inhib = Trypanosoma brucei MetRS inhibition. purified T. brucei MetRS, ATP depletion, Kinase-Glo luminescence. inhibition, % at 11.9 µM. hit rate 0.4% among 360,000;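 active = inhibition above a per-plate cutoff of the control wells' mean inhibition plus 3 SD, cut at about 5.5% in these data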;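 note: 0% = DMSO wells median and 100% = median of wells with control inhibitor compound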
#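 Test system – parasite MetRS enzyme · Reagent – substrates ATP, L-methionine and bulk Escherichia coli tRNA · Doses – 11.9 µM compound single dose, 0.9% DMSO · Times – 15 min enzyme-compound preincubation, 2 h reaction, 10 min detection, 25 °C · Signal – Kinase-Glo luminescence, ATP depletion format · Controls – DMSO-only wells as low control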
# MsrA inhibitor = bovine MsrA inhibition; purified bovine MsrA, absorbance read-out; inhibition, % at 15.5 µM; hit rate 0.75% among 360,000; AID 651718; in the data active = inhibition above about 4.5%;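 note: 0% = vehicle wells with enzyme and 100% = reference inhibitor wells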
# Active calls of the source: *; . = no result given. Not a hit list; about 4.3% have a hit in one of these screens.
entry	MsrA act	LMPTP inh	DNMT1 block	MsrA inhibitor	SUMO1 PPI mod	E coli Lon inh	STEP inh	Scp-1 inhibitor	TbMetRS inhib	NRP1-CendR mod	Structure
1	-5	-2.1	1	-0.7	0	-3	0	-5	-1.1	-4	CCN(CC)C(=O)CSc1nnc(C2CCCCC2)o1
2	-8	-0.5	1	0.3	5	-4	-1	0	-0.4	14	Cc1ccc(NC(=O)Nc2cnccn2)cc1
3	-1	-0.5	-1	1.1	3	-4	-1	-13	-0.3	2	COc1ccc(CN(C)C(=O)[C@H](Cc2ccccc2)NC(=O)c2ccco2)c(OC)c1
4	-3	-0.4	-1	-1.1	-11	-5	0	-3	-0.5	3	COc1cc(/C=N/NC(=O)CCN2CCN(c3ccccc3)CC2)cc(OC)c1OC
5	-10	-0.3	3	-0.5	0	6	0	6	-0.4	-1	Cc1ccc(/C=C/C(=O)OCC(=O)Nc2ccccc2Sc2ccccc2)cc1
6	-9	0.1	1	0.5	7	2	-2	10	-0.6	-6	O=C1COc2ccc(C(=O)COC(=O)c3ccccc3Cl)cc2N1
7	-3	1.0	11	0.0	-2	2	3	23	0.6	-1	O=C(NCc1cccnc1)c1cccc2c1C(=O)N(Cc1cccnc1)C2
8	-3	0.1	-2	0.7	1	-2	-1	-8	0.6	-8	Cc1ccc(NC(=S)Nc2ccc(Cl)c(Cl)c2)c(OC(F)F)c1
9	-3	1.0	1	0.3	-2	-8	-1	-8	0.2	-6	Cn1ccnc1CN1CCCCC1C(=O)Nc1ccc(Oc2cccnc2)cc1 (stereo unspecified)
10	-3	0.5	0	-1.4	-5	2	1	-9	-0.2	8	CN1CCN(S(=O)(=O)c2ccc(NCc3ccc4c(c3)OCO4)nc2)CC1
11	-2	2.1	-6	1.8	16	-7	0	-5	0.3	-55	CC1=Nc2nc(N3CCCCC3)c(C#N)c3c4c(nc(c23)N1)N(c1ccc(C(C)C)cc1)C(=O)C4
12	-1	-0.2	-9	1.5	-5	-6	2	-4	3.2	-11	O=C(Nc1ccc(Cl)cc1)[C@@H]1[C@@H]2C(=O)N(c3ccc(Cl)cc3)C(=O)[C@@H]2[C@H]2C=CC=NN21
13	-6	-1.6	15	-0.7	8	1	-2	-2	-0.4	8	CC(C)C(=O)NC(=S)Nc1nnn(C)n1
14	-2	0.3	0	-1.0	-14	0	2	-7	-0.6	0	COc1cccc(-c2cc(C(F)(F)F)n3nc(C(=O)N4CCCCC4c4cccnc4)cc3n2)c1 (stereo unspecified)
15	-3	-0.9	0	-0.4	-3	-2	0	-11	-0.3	5	COc1cc(S(=O)(=O)NC2CCCC2)c(OC)cc1C
16	-2	-1.0	1	1.3	-5	0	0	-6	-2.0	-6	C(=N\Nc1nc2ccccc2[nH]1)/c1ccccn1
17	-1	-0.9	-1	-0.7	-28	2	-3	-7	-0.4	2	O=C1CC(N2CCN(S(=O)(=O)c3ccc([N+](=O)[O-])cc3)CC2)C(=O)N1c1ccccc1F (stereo unspecified)
18	-3	-0.2	2	0.5	-9	-15	0	-2	-0.3	-6	O=C(c1ccc2nccnc2c1)N1CCN(c2ccccc2)CC1
19	-2	2.8	7	0.3	3	-7	0	-8	-0.3	-1	CC(C)c1cc(-c2cc(C(=O)NCc3ccccc3)on2)nc(NC2CCCC2)n1
20	-6	-0.2	51*	0.7	10	-16	-4	.	-0.3	-12	CCOc1cc2[nH]c(=S)n(CCC(=O)NC3CCCCC3)c(=O)c2cc1OCC
21	-10	1.2	-1	0.0	-21	-1	-2	14	-0.2	8	Cc1cc([N+](=O)[O-])ccc1NC(=O)c1sc2ncn(CC(=O)N3CCOCC3)c(=O)c2c1C
22	-2	0.4	.	-0.9	0	-7	.	.	-0.3	-1	COc1ccc(CN2C(=O)c3ccccc3C2c2nnnn2Cc2ccccc2)cc1 (stereo unspecified)
23	-4	-0.2	4	-0.8	-1	1	-2	-11	-0.7	-3	Cc1ccc(NC(=S)N/N=C/c2ccc(Cl)c([N+](=O)[O-])c2)cc1
24	-2	9.2	-16	0.1	-13	1	6	-1	0.4	3	CCOc1c(Cl)cc(CNc2ccc(N3CCCC3)cc2)cc1OC
25	-5	-1.7	-6	-1.5	-13	8	0	-11	-0.6	0	O=C(Cc1ccc([N+](=O)[O-])cc1)Nc1nccs1
26	-1	0.2	-1	0.6	0	9	-3	-7	-0.8	10	CC1(C)N=C(N)N=C(N)N1c1ccccc1
27	-3	-2.5	-1	-1.4	0	5	1	-7	-1.3	16	COc1cccc(C(=O)C2CCCN(Cc3cn[nH]c3C3CCCCC3)C2)c1 (stereo unspecified)
28	3	2.8	-11	-1.4	3	-8	-2	-3	0.8	-3	C[C@@]12CC(=O)NC1N(C(=O)c1cccc(C(F)(F)F)c1)C(c1ccccc1OC(=O)c1cccc(C(F)(F)F)c1)C2 (stereo partly specified)
29	-5	1.0	1	-0.8	-3	4	-2	0	-0.7	7	CCCCCNC(=O)c1ccc(NS(=O)(=O)c2ccc3[nH]c(=O)[nH]c3c2)cc1
30	-11	-0.9	1	1.0	-3	-6	-3	-2	-1.1	10	COc1cccc(C(C(=O)NC2CCCC2)N(C(=O)c2ccco2)c2cccc(C(C)=O)c2)c1OC (stereo unspecified)
31	-2	-3.3	0	1.2	16	-3	-1	.	-1.6	-2	C[C@@H]1CNC(=O)c2c(C(=O)N[C@@H](Cc3c[nH]c4ccccc34)C(=O)OC(C)(C)C)ncn21
32	-4	0.0	-6	0.0	0	-6	-1	-6	-0.2	13	COc1cc(N)c(Cl)cc1C(=O)OCC(=O)N1CCc2ccccc21
33	-1	5.4	-26	1.1	1	-3	1	-5	-0.5	9	CCOC(=O)c1c(NC(=O)CSc2c[nH]c3ccccc23)sc2c1CCC2
34	-2	-1.2	5	0.6	-1	5	-1	-5	-1.0	0	CCC(c1nnnn1C1CCCC1)N1CCN(c2ccccc2)CC1 (stereo unspecified)
35	-10	-1.1	1	0.8	2	-2	0	3	-0.4	2	COc1cccc(-n2ccn(CC(=O)NCCc3ccccc3)c(=O)c2=O)c1
36	-4	1.8	2	0.1	-10	-11	7	40	-0.3	-33	Cc1ccc(/C=C2\SC(=S)N(CCCC(=O)Nc3cccc(C(=O)O)c3)C2=O)cc1
37	-6	-1.7	0	1.1	-1	-7	0	10	-0.9	-2	O=C(CNC(=O)c1ccco1)OCC(=O)c1ccccc1
38	4	-0.5	3	-0.6	-5	-4	-2	-4	0.0	6	CC(C)Cc1ccc(C(=O)NCCOc2ccccc2)o1
39	-3	-0.5	2	-0.2	2	6	8	-7	0.7	-9	O=C(CCn1ccnc1)Nc1nc2ccccc2[nH]1
40	-2	-0.7	2	-0.6	4	-2	3	-2	-0.9	2	Cn1cc(CNCc2cn[nH]c2-c2ccc(F)cc2)c(-c2ccc3c(c2)OCCO3)n1
41	-1	-2.0	1	-1.6	5	0	-3	-6	-1.2	15	CCOC(=O)C1(CCOC)CCN(Cc2cc3ccccc3s2)CC1
42	-6	0.1	2	-1.4	-4	-4	3	-1	-0.4	7	COc1ccc(N2CCN(C(=O)CN3C(=O)NC4(CCCCC4C)C3=O)CC2)cc1 (stereo unspecified)
43	-8	0.3	-3	0.9	-8	-6	-2	-5	-2.8	-11	O=C(N[C@H]1C/C=C\C[C@@H](CC(=O)N(CCO)Cc2ccccc2)C(=O)N2CCC[C@H]2COC1=O)OCC1c2ccccc2-c2ccccc21
44	-1	-0.9	0	0.5	-7	-5	6	36	0.6	9	COCCn1c(SCC(=O)NCc2ccc(OC)c(OC)c2)nc2ccccc21
45	0	-0.4	-2	-0.8	4	-1	-2	-5	1.1	5	CCc1ccccc1NC(=O)C/C(C)=N/NC(=O)COc1ccccc1C
46	-1	0.4	-5	0.8	-5	5	2	-5	0.3	-4	Cc1nn(CC(O)Cn2c3c(c4ccccc42)CCN(C)C3=O)c(C)c1Br (stereo unspecified)
47	-1	-2.5	1	0.6	0	0	-1	-1	-0.1	2	CCOCCCNC(=O)C1CCC(CNS(=O)(=O)c2ccc(OC)cc2)CC1 (stereo unspecified)
48	-1	-1.0	-1	-0.4	1	4	2	-3	-0.2	1	COc1ccc(OC)c(NC(=O)c2cccc(NC(=O)c3ccccc3C(=O)O)c2)c1

# Next part (four carried over from the part before).
entry	MsrA act	LMPTP inh	DNMT1 block	MsrA inhibitor	SUMO1 PPI mod	E coli Lon inh	STEP inh	Scp-1 inhibitor	TbMetRS inhib	NRP1-CendR mod	Structure
45	0	-0.4	-2	-0.8	4	-1	-2	-5	1.1	5	CCc1ccccc1NC(=O)C/C(C)=N/NC(=O)COc1ccccc1C
46	-1	0.4	-5	0.8	-5	5	2	-5	0.3	-4	Cc1nn(CC(O)Cn2c3c(c4ccccc42)CCN(C)C3=O)c(C)c1Br (stereo unspecified)
47	-1	-2.5	1	0.6	0	0	-1	-1	-0.1	2	CCOCCCNC(=O)C1CCC(CNS(=O)(=O)c2ccc(OC)cc2)CC1 (stereo unspecified)
48	-1	-1.0	-1	-0.4	1	4	2	-3	-0.2	1	COc1ccc(OC)c(NC(=O)c2cccc(NC(=O)c3ccccc3C(=O)O)c2)c1
49	-1	-1.3	0	-0.3	0	5	-1	.	0.2	-2	Cc1ccc(S(=O)(=O)N(C)C[C@H]2Oc3ncc(-c4ccccc4)cc3C(=O)N([C@@H](C)CO)C[C@@H]2C)cc1
50	-1	-3.8	2	0.0	1	-3	-2	-8	-0.4	17	Nc1nonc1C(=O)NCCNCc1ccccc1OCc1ccccc1F
51	4	-0.9	-1	0.8	2	3	-2	12	0.0	-16	NNC(=O)CN1C(c2ccc(Br)cc2)=Nc2ccc(Br)cc2C1c1ccccc1 (stereo unspecified)
52	-5	-1.5	11	0.0	-14	-29	0	13	0.0	-175	CCS(=O)(=O)C1=NSC2=NC(=O)/C(=C\c3ccc(OC(=O)c4ccco4)c(OC)c3)C(=N)N21
53	-1	-6.7	-6	2.2	-24	-3	-2	-8	-0.2	-2	CN(CC(=O)NCc1ccccc1)CC(=O)Nc1ccc(Cl)c(C(F)(F)F)c1
54	2	-0.1	-2	2.4	-9	-9	0	18	-0.4	-1	Cc1ccsc1/C=N/n1c(-c2ccccc2)n[nH]c1=S
55	-1	2.1	2	-1.6	2	-2	-3	-7	0.1	6	NC(=NCCc1ccccc1)NS(=O)(=O)c1ccccc1F
56	-2	3.5	-2	1.5	0	-7	-6	6	-0.9	4	CCCCc1ccc(Nc2ncccc2C#N)cc1
57	-2	-0.1	1	-0.7	-1	4	-1	-8	-0.7	8	CS(=O)(=O)N(Cc1ccccc1)c1ccccc1C(=O)N1CCN(c2ccccc2)CC1
58	-3	-1.0	2	-0.9	1	-1	0	-2	0.2	5	N#Cc1cccc(S(=O)(=O)NCCOc2ccccc2F)c1
